Bioassay records: PubChem BioAssay, Broad Institute
BL2 CD40 inh: inhibitors of CD40-induced NF-kB signaling, primary screen, BL2 cells, luciferase reporter, single point; CD40L-induced, 4 h; inhibition, % at 10 µM; actives 0.94% (n = 83,000);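 active = mean inhibition of at least 50% with a set share of replicates also reaching that level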;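 also: 0% = neutral control wells and 100% = IKK inhibitor VII at 50 µM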
An asterisk follows results filed as active; & = joins results of further samples; [ ] = remark or other dose.

SMILES | BL2 CD40 inh
COc1ccc(OCc2cc(C(=O)NCCN3CCCc4ccccc43)no2)c(Cl)c1 | -54
CC1CC(C)(C)NCc2ccccc21 (stereo not drawn) | 3
O=C1CC(C(=O)N2CCN(Cc3ccccc3)CC2)CN1Cc1ccccc1 (stereo not drawn) | -2
CN(C)S(=O)(=O)c1cccc(C(=O)N(Cc2ccc(F)cc2)Cc2ccco2)c1 | 13
CN1[C@H](C(=O)NCC2CCCCC2)[C@@H](CO)[C@@H]2Cn3c(ccc(-c4cccnc4)c3=O)[C@@H]21 | 11[25 µM]
COC(=O)c1cc(C(=O)OCC(=O)NC(=O)c2ccccc2)cc([N+](=O)[O-])c1 | 2
COc1ccccc1NC(=O)N(C)C[C@@H]1OCc2ccccc2-c2c(n(C)c3ccccc23)C(=O)N([C@@H](C)CO)C[C@H]1C | 13
COc1ccccc1-c1csc(C(NC(C)=O)c2ccccc2)n1 (stereo not drawn) | -9
CC(NCC(O)COCc1cccs1)C1CC2CCC1C2 (stereo not drawn) | 8
Nc1c(C(=O)NCC2CCCO2)c2nc3ccccc3nc2n1/N=C/c1ccncc1 (stereo not drawn) | -11
O=C(Nc1cnn(Cc2ccccc2)c1)NC12CC3CC(CC(C3)C1)C2 | -27
CCCN1[C@@H]2c3ccc(-c4ccccc4)c(=O)n3C[C@@H]2[C@@H](CO)[C@@H]1C(=O)NCCc1cn(C)cn1 | -8[25 µM]
C[C@H]1CCCCO[C@@H](CN(C)C(=O)c2ccncc2)[C@@H](C)CN([C@@H](C)CO)C(=O)c2cc(NC(=O)CCC(F)(F)F)ccc2O1 | 9[25 µM]
CCN(C(=O)COC(=O)c1ccc2[nH]c3c(c2c1)CCCC3)C1CCS(=O)(=O)C1 (stereo not drawn) | -4
C/C=C/c1ccc([C@@H]2[C@H](CO)N3C(=O)CN(C(=O)Nc4cccc(OC)c4)C[C@@H]23)cc1 | 5[25 µM]
CSc1cccc(NC(=O)CCC(=O)O)c1 | 6
NNC(=O)Nc1cccc(C(F)(F)F)c1 | 7
O=C(Cn1c(=O)n(CC(=O)NCc2ccccc2)c2ccccc21)NCc1ccccc1 | 2
C[C@H](NC(=O)C1CCN(S(=O)(=O)c2ccccc2)CC1)C(=O)NCc1ccncc1 | 2
COCCn1c(CN2CCN(c3ccccc3)CC2)nc2c1c(=O)n(C)c(=O)n2C | 17
COc1ccc(CNC(=O)Nc2cccs2)cc1OC | -8
COc1ccc(S(=O)(=O)N(C)C[C@H]2Oc3ccc(NC(=O)CCN4CCOCC4)cc3CC(=O)N([C@H](C)CO)C[C@H]2C)cc1 | -2[25 µM]
COc1cccc(C(C)(O)c2nc(-c3cc(F)cc(F)c3)cs2)c1 (stereo not drawn) | 13
CC1(C)COC(/C=C/c2ccc([N+](=O)[O-])cc2)=N1 | -24
COc1cc(OC)cc(C(=O)NNC(=O)c2cc(=O)[nH]c3ccccc23)c1 | 3
CC[C@@H]1C/C=C\C[C@@H](c2ccc(OC)cc2OC)NC(=O)[C@H](C)CC(=O)N1 | 4[25 µM]
Cc1cc(C)n2c3c(c(C#N)c2n1)CC(C)(C)OC3 | -1
COc1ccc(NC(=O)C2OC3OC(C)(C)OC3C3OC(C)(C)OC23)cc1 (stereo not drawn) | 13
Cc1nc2ccccc2c(=O)[nH]1 | 13
O=C(CCn1c(=O)c2ccccc2n(CC(=O)NC2CCCC2)c1=O)NCc1ccco1 | 2
CCN(C(=O)COC(=O)CSc1cc(C)c2ccccc2n1)c1ccccc1 | -7
CN(C[C@@H]1[C@@H](c2ccccc2)[C@H](CO)N1CC1CC1)C(=O)c1ccc(F)cc1 | -10[25 µM]
CC(CN1CCC(n2nccc2NC(=O)C2CCCC2)CC1)c1ccccc1 (stereo not drawn) | 10
Cc1cc(N/N=C2\CC(C)CC(C)(C)C2)nc2ccccc12 (stereo not drawn) | -1
CO[C@@H]1CN(C)C(=O)c2cc(NC(=O)C3CCCCC3)ccc2OC[C@H](C)N(Cc2cccnc2)C[C@@H]1C | -7[25 µM]
C=CCn1c(SCC(=O)Nc2c(C)n(C)n(-c3ccccc3)c2=O)nc2ccccc2c1=O | -1
O=C(NN=CC=Cc1ccccc1)C(O)C(O)C(=O)NN=CC=Cc1ccccc1 (stereo not drawn) | -2
Cc1c(C(=O)OCC(=O)c2ccc3c(c2)OCCO3)oc2ccccc12 | -43
COc1cccc(-c2ccc(C3[C@@H]4CN(Cc5ccccn5)C[C@H]3N4)cc2)c1 (stereo partly drawn) | -21&-37[25 µM]
Cc1noc(C)c1NC(=O)N(C)C[C@H]1OCc2cn(nn2)CCCC(=O)N([C@H](C)CO)C[C@@H]1C | 0[25 µM]
O=C(NCc1nc2ccccc2[nH]1)c1cccc(S(=O)(=O)N2CCOCC2)c1 | 16
Cc1cccc(-c2ccc(C3[C@@H]4CN(C(=O)C5CCCC5)C[C@H]3N4)cc2)c1 (stereo partly drawn) | 19&-2
CCN(CC(=O)NCc1cccs1)S(=O)(=O)c1ccc(F)cc1 | 4
CC1(C)CC(=O)c2c(O)cc(O)cc2O1 | 8
Cn1c(CCNC(=O)c2cc(COc3ccc(F)c(F)c3)on2)nc2ccccc21 | -66
O=C(NCc1cccnc1)c1ccc2sc([C@H]3C[C@H](O)[C@@H](CO)O3)nc2c1 | 0
O=S(=O)(c1ccccc1)N(Cc1ccccn1)Cc1ccccn1 | 5
Cc1cccc(NC(=O)c2ccc(S(=O)(=O)N3CCCCCC3)cc2)n1 | -23
CC(=O)N1[C@@H]2c3cccc(=O)n3C[C@@H]2[C@@H](CO)[C@@H]1C(=O)NC1CCCCC1 | 4[25 µM]
CC(=O)N1CCN(C(=O)CCc2c[nH]c3ccccc23)CC1 | 1
Continuation.
SMILES | BL2 CD40 inh
CN1[C@@H]2c3ccc(C4=CCCCC4)c(=O)n3C[C@H]1[C@H](CO)[C@H]2C(=O)NCc1cccc(F)c1 | -8[25 µM]
CO[C@H]1CN(C)C(=O)c2cc(NC(=O)C3CCCC3)ccc2OC[C@@H](C)N(C)C[C@@H]1C | 1
CN(C(=O)CCc1nnc(-c2ccc(-c3ccccc3)cc2)o1)C1CCOCC1 | -32
O=C(O)c1ccc2c(c1)OCCCO2 | 10
COc1ccc2oc(C(=O)OCC(=O)N(C)CC(=O)Nc3ccc(F)cc3)c(C)c2c1 | 1
NC(=O)c1ccc2[nH]ccc2c1 | -1[25 µM]
Nc1nc(SCC(=O)Nc2cccnc2Cl)n[nH]1 | 4
Cc1cc(C(F)(F)F)nn2cnnc12 | 11
O=C(COc1ccccc1)Nc1nnc(COc2ccccc2)s1 | -1
O=C(c1cccc(F)c1)N1CCCCN2[C@H](C1)[C@H](c1ccc(C#CC3(O)CCCC3)cc1)[C@@H]2CO | 12[25 µM]
C[C@H](NC(=O)N1CCn2c1nc1ccccc12)C(=O)NCc1ccccc1 | 14
O=C(c1cccc(S(=O)(=O)N2CCCC2)c1)N1CCCc2ccccc21 | -2
CCNC(=O)[C@@H]1[C@@H](CO)[C@@H]2Cn3c(ccc(-c4cccnc4)c3=O)[C@H]1N2Cc1ccccc1 | 0[25 µM]
CC(C(=O)N1CCc2ccccc21)N1CCN(S(=O)(=O)c2ccc3c(c2)OCCCO3)CC1 (stereo not drawn) | 2
COc1ccc(CCNC(=O)CN2C(=O)NC(CCSC)C2=O)cc1 (stereo not drawn) | 6
O=C(CC1CC1)N1CC2(C1)[C@H](c1ccccc1)[C@H](CO)N2S(=O)(=O)Cc1ccccc1 | -5[25 µM]
CC(C)COC(=O)Nc1ccc(C(=O)O)cc1 | -7
Nc1nc(SCC(=O)NC2CCCCC2)[nH]c(=O)c1-c1ccccc1 | 5
COc1ccc(Nc2oc(-c3cccs3)nc2C#N)cc1 | -61
CN1CCC(=NNC(=O)c2ccc(N(Cc3ccccc3Cl)S(C)(=O)=O)cc2)CC1 | 10
CCC(=O)N1[C@@H]2Cn3c(ccc(-c4ccccc4F)c3=O)[C@H]1[C@@H](C(=O)NC1CCCC1)[C@@H]2CO | 0
Cc1cc(N2CCN(S(=O)(=O)c3ccccc3)CC2)nc2c(C)cccc12 | 8
O=C(CCc1ccccc1)N1CCN(C(=O)CCc2ccccc2)CC1 | 2
C/C=C/c1ccccc1[C@@H]1[C@@H](C#N)N(c2nc(CC)cs2)[C@@H]1CO | 10[25 µM]
Cc1ccc(S(=O)(=O)N(C)C[C@@H]2OCc3ccccc3-c3ccccc3C(=O)N([C@@H](C)CO)C[C@@H]2C)cc1 | -4
O=C(NC1CC(=O)c2sccc21)c1cccc(C(F)(F)F)c1 (stereo not drawn) | 11
CCCCn1c(N)c(N(CCOC)C(=O)CSc2ccc([N+](=O)[O-])cc2)c(=O)[nH]c1=O | 7
Cc1ccccc1C(=O)NCC(=O)OCCCOC(=O)CNC(=O)c1ccccc1C | 4
Cc1ccc(S(=O)(=O)N(CCC(=O)NCc2ccccc2F)c2ccccc2)cc1 | 8
O=c1nc(N2CCOCC2)nc2n1CCO2 | 2
COCCN(Cc1ccccc1)C(=O)c1ccc(C(=O)c2ccccc2)cc1 | 2
O=C(NCCCc1ccc(F)cc1)C1CCC(=O)N(CCN2CCOCC2)C1 (stereo not drawn) | 15
Cc1ccc2c(CC(=O)Nc3cccc(S(=O)(=O)N4CCOCC4)c3)coc2c1 | -13
O=C(Nc1ccccc1Oc1ccccc1)c1cnccn1 | 4
Cc1cc(=O)c2c(C)ccc(C)c2[nH]1 | 10
CCCCNS(=O)(=O)C1CCS(=O)(=O)C1 (stereo not drawn) | 1
CO[C@H]1CN(C)C(=O)c2cc(NC(=O)C3CCOCC3)ccc2OC[C@@H](C)N(CC2CC2)C[C@H]1C | -8
O=C(Nc1ccc(Cl)c(S(=O)(=O)N2CCCCC2)c1)C1=COCCO1 | -9
N#Cc1ccc(COC(=O)c2cnc3ccccc3n2)cc1 | 0
CC1CCC2(CC1)NC(CO)(CO)CO2 (stereo not drawn) | 4

18 compounds from above, sorted by length of the SMILES, ascending.
SMILES | BL2 CD40 inh
Cc1nc2ccccc2c(=O)[nH]1 | 13
CC1(C)CC(=O)c2c(O)cc(O)cc2O1 | 8
COc1ccc(CNC(=O)Nc2cccs2)cc1OC | -8
CC(NCC(O)COCc1cccs1)C1CC2CCC1C2 (stereo not drawn) | 8
CC(=O)N1CCN(C(=O)CCc2c[nH]c3ccccc23)CC1 | 1
COc1ccc(CCNC(=O)CN2C(=O)NC(CCSC)C2=O)cc1 (stereo not drawn) | 6
COCCN(Cc1ccccc1)C(=O)c1ccc(C(=O)c2ccccc2)cc1 | 2
O=C(Nc1cnn(Cc2ccccc2)c1)NC12CC3CC(CC(C3)C1)C2 | -27
Cc1ccccc1C(=O)NCC(=O)OCCCOC(=O)CNC(=O)c1ccccc1C | 4
COc1cc(OC)cc(C(=O)NNC(=O)c2cc(=O)[nH]c3ccccc23)c1 | 3
COCCn1c(CN2CCN(c3ccccc3)CC2)nc2c1c(=O)n(C)c(=O)n2C | 17
O=C(CCn1c(=O)c2ccccc2n(CC(=O)NC2CCCC2)c1=O)NCc1ccco1 | 2
CN1CCC(=NNC(=O)c2ccc(N(Cc3ccccc3Cl)S(C)(=O)=O)cc2)CC1 | 10
C=CCn1c(SCC(=O)Nc2c(C)n(C)n(-c3ccccc3)c2=O)nc2ccccc2c1=O | -1
CC[C@@H]1C/C=C\C[C@@H](c2ccc(OC)cc2OC)NC(=O)[C@H](C)CC(=O)N1 | 4[25 µM]
Cc1noc(C)c1NC(=O)N(C)C[C@H]1OCc2cn(nn2)CCCC(=O)N([C@H](C)CO)C[C@@H]1C | 0[25 µM]
CCCN1[C@@H]2c3ccc(-c4ccccc4)c(=O)n3C[C@@H]2[C@@H](CO)[C@@H]1C(=O)NCCc1cn(C)cn1 | -8[25 µM]
COc1ccccc1NC(=O)N(C)C[C@@H]1OCc2ccccc2-c2c(n(C)c3ccccc23)C(=O)N([C@@H](C)CO)C[C@H]1C | 13

Following part
SMILES | BL2 CD40 inh
CCCCC[C@H](O)/C=C/[C@@H]1[C@@H](C/C=C\CCCC(=O)OC)[C@@H](O)C[C@H]1O | 45*
C[C@H]1CN([C@@H](C)CO)C(=O)c2c(c3ccccc3n2C)-c2ccccc2CO[C@H]1CN(C)C | 1[25 µM]
O=C1CCCn2cc(nn2)COC[C@H](Cc2ccccc2)N1 | -2
Cc1cc2nccc(-c3ccco3)n2n1 | 2
Fc1ccc(-n2cc(CNCCc3cccnc3)c(-c3ccccc3Cl)n2)cc1 | -5
O=C(CCn1nnc2ccccc21)OCC(=O)c1ccc(F)cc1 | 6
CC(C)NC(=O)C12CC3CC(C1)CC(C(=O)NC(C)C)(C3)C2 | 8
Cc1noc(C)c1C(=O)N(C)CC(=O)Nc1ccc(F)c(F)c1F | 4
COCCN(C(=O)C1CCC1)c1c(N)n(CC(C)C)c(=O)[nH]c1=O | -2
C#CCSc1nsc(SCC#C)c1C#N | -18
CC(C)C(=O)NC(C)C(c1cccs1)N1CCN(C)CC1 (stereo not drawn) | 4
CCC(=O)Nc1nnc(Sc2ccc(N(C)C)cc2)s1 | 3
CCCn1c(C)cc(-c2csc(N)n2)c1C | 1
CC(=O)c1c(C)[nH]c(C(=O)N(CCc2ccccc2)Cc2ccccc2)c1C | 5
Cc1oc2c(CN3CCCC3)c(O)ccc2c(=O)c1Oc1ccccc1Br | 11
COc1cc(/C=C/C(=O)OCC(=O)Nc2oc(C)c3c(C)n[nH]c(=O)c23)ccc1OC(F)F | 5
Cc1ccc(S(=O)(=O)N2[C@@H]3CNC[C@H]2C3c2ccc(-c3cccc(C#N)c3)cc2)cc1 (stereo partly drawn) | 4&-3
O=C(O)C[C@H]1C[C@@H]2c3cc(NC(=O)Cc4ccncc4)ccc3O[C@@H]2[C@@H](CO)O1 | 1[25 µM]
O=C(c1cccc(S(=O)(=O)N2CCc3ccccc32)c1)N1CCOCC1 | 3
CCN(Cc1nc2ccccc2c(=O)[nH]1)C(=O)c1cccc(OCc2c(C)noc2C)c1 | 13
COc1ccc(C=C(C(C)=O)C(=O)c2ccccc2)cc1 | 3
Cc1nc2cc(NC(=O)COc3ccccc3C#N)ccc2n1-c1ccccc1 | -17
CCOC(=O)C1CCCN(Cc2nc(Cc3cccc(F)c3)no2)C1 (stereo not drawn) | 2
Cc1cc2nnn(-c3nnc(-c4ccccc4)c4ccccc34)c2cc1C | 6
CCc1nn(C(CC)C(=O)NCc2cccs2)c(=O)c2cc3occc3n12 (stereo not drawn) | 12
O=C1CCCS(=O)(=O)c2ccccc21 | 8

These rows are one share of the data; the hit share may differ from the screen's.
